rCAG binder: molecules binding r(CAG) RNA repeats; r(CAG) RNA repeat, TO-PRO-1 dye displacement fluorescence; inhibition, % at 3 µM; actives 1.3% (n = 370,000); AID 651821;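 active = inhibition above the plate cutoff, the mean of all test compounds on that plate plus 3 SD, cut at about 35% in these data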;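 note: 0% = DMSO alone and 100% = 100 µM mitoxantrone as full dye displacement; higher means more dye released from RNA so lower well fluorescence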
HTRA1 inhibitor: blocks human HTRA1 serine peptidase; Q92743; recombinant HTRA1, FP-rhodamine activity-based probe, fluorescence polarization; inhibition, % at 5.96 µM; actives 0.5% (n = 340,000); AID 504803; in the data active = inhibition above about 36%;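 note: 0% = enzyme with DMSO and 100% = wells lacking enzyme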
Target sequence (Q92743 whole entry, looked up): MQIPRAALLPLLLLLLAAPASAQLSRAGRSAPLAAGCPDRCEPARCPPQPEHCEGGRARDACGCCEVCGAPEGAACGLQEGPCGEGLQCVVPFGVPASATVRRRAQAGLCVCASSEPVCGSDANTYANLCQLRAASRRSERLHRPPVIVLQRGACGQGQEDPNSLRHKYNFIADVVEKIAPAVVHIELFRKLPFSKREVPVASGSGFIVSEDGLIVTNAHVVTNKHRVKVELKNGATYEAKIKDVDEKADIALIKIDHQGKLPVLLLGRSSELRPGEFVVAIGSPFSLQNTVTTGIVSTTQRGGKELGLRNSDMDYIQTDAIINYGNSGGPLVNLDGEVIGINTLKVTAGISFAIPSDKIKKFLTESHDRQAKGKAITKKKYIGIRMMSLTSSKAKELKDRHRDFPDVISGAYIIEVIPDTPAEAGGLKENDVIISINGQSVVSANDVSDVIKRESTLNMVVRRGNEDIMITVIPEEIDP
LEDGF integ inh: blocks HIV-1 LEDGF/p75-dependent DNA integration. actives 0.64% (n = 370,000). inhibition, % at 3.7 µM. TR-FRET IN-LEDGF/p75 DNA integration, Eu/Cy5. AID 743269;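 active = inhibition above the screen-wide mean plus 3 SD, cut at about 13% in these data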;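 note: signal is the Cy5 over europium emission ratio at 671 and 618 nm; 0% = plate median of compound wells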
MBD2 DNA inh: MBD2-methylated oligo binding inhibition; inhibition, % at 4.4 µM; AID 686964; TR-FRET, MBD2 binding to methylated oligonucleotide; actives 0.31% (n = 370,000); Q9UBB5; in the data active = inhibition above about 13%
NPR2 activator: GC-B (human) receptor activation. P20594. HEK293-GC-B cells, CNP EC30, cGMP TR-FRET; 0% at EC30 CNP, 100% saturating CNP. activation, % at 10 µM. actives 0.11% (n = 370,000). AID 1920062;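 active = activation at 10 µM reaching about 35% in either raw or pattern-adjusted values, limit read from the data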
TDP2 inh: blocks human TDP2 phosphodiesterase activity; O95551; recombinant TDP2, T5PNP hydrolysis, p-nitrophenol absorbance 415 nm; inhibition, % at 12.8 µM; actives 0.34% (n = 370,000); AID 720702;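 active = inhibition above the mean of all tested compounds plus 3 SD, set per campaign, cut at about 25% in these data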;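 note: 0% = DMSO with enzyme and 100% = buffer with substrate but no TDP2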
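Incubation: 2 h at 37 °C; Test system: recombinant human TDP2; Quantity: enzyme 120 nM; Read-out basis: percent inhibition; Medium: 50 mM Tris-HCl pH 7.5 with Mg2+, KCl, DTT, BSA; Repeats: single replicate; Compound: 12.8 µM single point, 1% DMSO; Signal: epi absorbance; Reagent: 5 mM T5PNP chromogenic substrate; Benchmarks: no-enzyme high, DMSO-plus-enzyme low.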
SIAE primary: human SIAE inhibition, primary screen; Q9HAT2; SIAE FP-Rh probe binding, fluorescence polarization; inhibition, % at 9.66 µM; actives 0.69% (n = 370,000); AID 1053197;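 active = inhibition above a cutoff: mean of compounds within the control limits plus 3 SD of those, cut at about 17% in these data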;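 note: 0% = plate median of compound wells and 100% = probe without SIAE protein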
PRMT1 FP inh: PRMT1 (human) inhibition, primary screen | Q99873 | recombinant PRMT1, activity-based probe fluorescence polarization | inhibition, % at 2.79 µM | actives 1.3% (n = 370,000);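 active = inhibition above about 21% made by adding two undisclosed values, limit read from the data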
Target sequence (Q99873 whole entry, looked up): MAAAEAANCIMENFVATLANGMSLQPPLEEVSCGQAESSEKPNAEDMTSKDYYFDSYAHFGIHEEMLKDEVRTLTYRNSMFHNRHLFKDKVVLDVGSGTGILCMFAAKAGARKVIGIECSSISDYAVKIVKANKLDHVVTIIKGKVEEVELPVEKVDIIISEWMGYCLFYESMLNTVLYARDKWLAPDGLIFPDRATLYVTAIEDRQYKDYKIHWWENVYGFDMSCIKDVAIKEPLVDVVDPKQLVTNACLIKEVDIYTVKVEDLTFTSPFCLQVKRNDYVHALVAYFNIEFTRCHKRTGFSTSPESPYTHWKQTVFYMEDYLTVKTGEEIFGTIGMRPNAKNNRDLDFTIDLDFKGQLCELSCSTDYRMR
ABHD4 inh: inhibits mouse alpha/beta hydrolase domain 4; Q8VD66; purified mABHD4, FP-Rh probe fluorescence polarization; inhibition, % at 8.92 µM; actives 0.54% (n = 370,000); AID 720543;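 active = inhibition exceeding the mean over every tested compound plus 3 SD, cut at about 30% in these data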;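 note: 0% = plate median of compound wells and 100% = S159A mutant with DMSO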
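Material: mouse ABHD4 enzyme, wild type; Benchmarks: S159A mutant high control, sample median low control; Buffer or medium: HEPES pH 7.0, NaCl, Pluronic buffer; Signal: fluorescence polarization; Read-out: percent inhibition of probe binding, normalized to plate controls; Timing: pre-incubation 45 min, probe exposure 60 min, at 25 °C; Dosing: 8.92 µM, single dose.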
TCR-CD3 inh: blocks the human TCR-CD3 interaction | AID 651800 | actives 0.37% (n = 360,000) | TAMRA-labeled TCR probe fluorescence, biochemical | inhibition, % at 9.4 µM; in the data active = inhibition above about 19%;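 note: recombinant mutant TCR 2C K166C tagged with TAMRA read by polarization; 0% = receptor in buffer alone and 100% = receptor with positive control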
* hit, by the source's call; . = no result given.

SMILES	rCAG binder	HTRA1 inhibitor	LEDGF integ inh	MBD2 DNA inh	NPR2 activator	TDP2 inh	SIAE primary	PRMT1 FP inh	ABHD4 inh	TCR-CD3 inh
Cc1ccc(C(=O)c2cc(C)sc2NC(=O)CN2CCN(C(=O)c3ccco3)CC2)cc1	1	-29	0	-2	-1	2	2	3	10	7
COc1cc(C(=O)OCC(=O)NCC2CCCCC2)ccc1OCC(C)C	-7	3	0	3	3	-1	-3	3	-3	-2
O=C(CCNS(=O)(=O)c1ccccc1C(F)(F)F)Nc1ccncc1	1	5	5	1	1	-5	-9	-2	-3	7
CCOc1cc(OCC)cc(C(=O)N2CCC[C@H]2C(=O)N2CCC[C@H]2C(=O)N(C)Cc2ccccc2)c1	-1	.	1	0	0	13	-1	-1	8	-3
C[C@H](CO)N1C[C@H](C)[C@H](CN(C)C(=O)Nc2ccc(C(F)(F)F)cc2)Oc2ncc(Br)cc2C1=O	-1	-1	-2	-3	-2	9	-2	-2	-6	3
Cc1c(Br)c(C(F)(F)F)nn1CC(=O)NCCN1CCOCC1	-2	3	0	-4	4	8	4	-2	0	8
O=C(O)C1CCCN(S(=O)(=O)c2ccc(Cl)s2)C1 (centres undefined)	3	-6	4	0	-2	-9	2	-8	2	5
Cc1ccc(C(C)C)cc1OCC(=O)NNC(=O)Nc1ccccc1	0	-7	3	-1	3	-8	-3	-2	-11	-3
COc1ccc(CC(=O)NCC(C)(C)N2CCOCC2)cc1	2	2	-2	-3	0	-11	-8	-2	-5	0
CCOc1cc(C2C(C(=O)c3ccco3)=C(O)C(=O)N2CCc2ccccc2)ccc1O (centres undefined)	9	2	-5	-9	-6	-7	11	4	3	-4
Fc1ccc2c(Cl)c(-c3nnc(-c4cccs4)o3)sc2c1	-1	4	3	3	-6	2	2	-1	-3	-11
COc1ccc(/C(O)=C2\C(=O)C(=O)N(Cc3ccco3)C2c2ccc(OC)cc2OC)cc1 (centres undefined)	8	5	0	-3	.	-9	3	5	2	-2
O=C(NC(=S)NCC1CCCO1)c1ccco1 (centres undefined)	-3	-4	1	2	-1	-8	1	0	-4	0
Cc1nc2sc(C(=O)NCc3nccs3)c(N)c2c(C)c1Cl	6	.	2	-6	6	2	-1	4	1	.
Cc1ccc(Oc2ncccc2C(=O)NC2CCSC2=O)cc1 (centres undefined)	0	-5	2	-2	2	-4	-1	5	4	5
CCCCN1C(=N)N([C@@H](C)CN2CCC[C@H]2CN2C(N)=NC[C@H]2CC(C)C)C[C@H]1[C@H](C)CC	6	3	2	5	9	-2	5	1	5	-3
c1ccc(CCn2cccc2)nc1	3	6	-4	3	-2	8	2	-1	2	-5
C#CCN(C(=O)c1cc(COc2ccc(C)c(C)c2)on1)C1CCCCC1	-3	-29	3	2	6	5	4	-3	-14	2
COc1ccc(CCN(C)C(=O)CSc2nnnn2C)cc1OC	-4	5	4	-1	0	-9	7	-4	-2	2
COc1ccc(CNc2nc(NCc3ccc(OC)cc3)n(C(C)=O)n2)cc1	-1	1	1	4	3	3	1	-3	2	3
O=S(=O)(c1c(Cl)cc(Br)cc1Cl)N1CCN(C(=S)NC2CC2)CC1	3	-5	5	-5	1	-10	-3	5	-16	-6
CCOCCc1nnc(NC(=O)CSc2ccccc2)s1	-7	-4	1	4	1	7	1	1	-6	3
COc1ccc(C2CC(=O)C(C=NCCO)=C(O)C2)cc1OC (centres undefined)	3	6	1	3	4	-9	2	2	4	-5
O=C(Nc1nc2ncccn2c1-c1ccc(F)c(F)c1)C1CC1	0	.	7	0	2	-5	-2	-1	0	.
CCN(CC)CCn1c(=S)[nH]c2cc(Cl)ccc2c1=O	0	3	-4	3	2	-1	-7	3	0	-4
Continuation.
SMILES	rCAG binder	HTRA1 inhibitor	LEDGF integ inh	MBD2 DNA inh	NPR2 activator	TDP2 inh	SIAE primary	PRMT1 FP inh	ABHD4 inh	TCR-CD3 inh
CCC(=O)NC1OC(CO)C(O)C(O)C1O (centres undefined)	0	1	-2	-3	8	0	2	0	2	-1
CC(C)NC(=O)c1ccc2c(c1)N(CC(=O)N1CCOCC1)C(=O)C(C)(C)O2	-4	-2	-1	5	3	9	3	0	1	1
Cn1nc(C(=O)Nc2cccc(S(N)(=O)=O)c2)c2ccccc2c1=O	1	3	3	-1	0	19	-3	0	7	1
COc1ccc(C2(c3ccc(OC)cc3)NC(=O)N(CC(=O)NC3CCS(=O)(=O)C3)C2=O)cc1 (centres undefined)	3	8	-1	3	-1	2	3	4	-10	-1
CCOC(=O)c1ccc2c(c1)nc(-c1ccc(F)cc1)c1nccn12	0	3	-7	4	-7	-2	-7	1	10	-8
S=C1NCCOCCOCCOCCOCCNC(=S)N2CCOCCOCCN1CCOCC2	-9	10	5	-1	2	-20	-1	-3	-7	-6
O=C1C=CC(=O)N1Cc1ccccn1	2	2	-2	3	-10	1	4	3	-1	2
COc1ccc(CC2(CO)CCN(Cc3nc(C(C)C)cs3)CC2)cc1	-4	-1	-1	-2	3	-20	-1	-2	3	-1
Cc1cc(C)c(C#N)c(SCCS(=O)(=O)c2ccc(C(C)(C)C)cc2)n1	-2	-6	0	3	3	-5	-4	-4	2	16
CN(CCCn1cnc2c(OCc3ccccc3)ncnc21)CCc1ccccn1	-2	1	-4	1	0	1	-3	-4	1	3
O=C1N=C(N2CCCCC2)S/C1=C\c1cn[nH]c1-c1ccccc1	-4	0	0	-1	-7	-4	-1	1	-2	-1
Fc1ccccc1NC(=S)NCc1ccccc1	-3	-6	-9	1	4	1	3	1	-1	-8
Cn1c(CNC(=O)c2ccco2)nnc1SCC(=O)Nc1ccc(Br)cc1F	0	4	0	0	-4	4	3	0	10	-1
Cc1ccc(S(=O)(=O)CCN2CCN(c3ccccc3)CC2)cc1	0	-3	-3	0	6	4	-1	4	2	1
CCOC(=O)Cc1nn(CCc2ccccn2)c(=O)c2ccccc12	-4	0	-2	-3	1	-17	-1	0	1	2
CCN1CCN(Cc2ccc(NC(=O)Nc3ccccc3Cl)cc2)CC1	0	-6	-5	1	-2	-6	0	-1	1	5
CC1CC(NC(=O)/C(C#N)=C/c2ccc[nH]2)CC(C)(C)C1 (centres undefined)	-1	-8	4	8	4	-4	-7	6	-22	-10
COC(=O)c1cc(OC)c(OC)cc1NCC(=O)Nc1ccc(C)cc1	1	0	-5	8	-4	-6	-4	3	-13	-3
CCN(CC(=O)NC1CCS(=O)(=O)C1)S(=O)(=O)c1ccccc1Cl (centres undefined)	-2	1	-2	2	-2	4	2	1	4	-9
O=C(Nc1cccc2ccccc12)c1cccc(F)c1	1	-10	1	4	1	-12	-3	14	-17	-4
COc1ccc(-n2c(C)n[nH]c2=O)cc1	-1	5	-1	1	-3	2	-3	-2	4	7
COCCNC(=O)c1ccc2c(c1)C(=O)c1ccccc1-2	-1	5	-4	-8	-6	2	-7	3	8	-2
NS(=O)(=O)c1ccc(CNC(=O)c2ccccc2SCC(=O)N2CCCC2)cc1	2	6	4	-2	1	0	2	0	-6	-4
COC(C[C@@H]1O[C@H]1C(=O)[C@@H](C)OCc1ccccc1)OC	5	4	3	6	4	5	2	6	-9	-2
Cc1ccc(-c2[nH]c3ccccc3c2C(C[N+](=O)[O-])c2ccco2)cc1 (centres undefined)	9	-12	0	4	-5	-6	-4	3	-23	2

Single records, from the list above. Order of values: rCAG binder | HTRA1 inhibitor | LEDGF integ inh | MBD2 DNA inh | NPR2 activator | TDP2 inh | SIAE primary | PRMT1 FP inh | ABHD4 inh | TCR-CD3 inh
S=C1NCCOCCOCCOCCOCCNC(=S)N2CCOCCOCCN1CCOCC2 is listed as -9 | 10 | 5 | -1 | 2 | -20 | -1 | -3 | -7 | -6
Fc1ccccc1NC(=S)NCc1ccccc1 is listed as -3 | -6 | -9 | 1 | 4 | 1 | 3 | 1 | -1 | -8

(listing goes on)
SMILES	rCAG binder	HTRA1 inhibitor	LEDGF integ inh	MBD2 DNA inh	NPR2 activator	TDP2 inh	SIAE primary	PRMT1 FP inh	ABHD4 inh	TCR-CD3 inh
CCN(CC)C(=O)Cn1cc(C(=O)C(=O)N(CC)C2CCCCC2)c2ccccc21	-8	6	1	-1	-3	16	-6	0	-3	7
O=C(NC(=S)Nc1ccc(Oc2ccc(Cl)cc2)cc1)c1ccccc1	6	-25	1	-3	3	3	-18	-3	-3	3
COc1ccc(C(=O)N=c2nc3ccccn3s2)cc1	1	3	-2	8	-1	-5	-4	4	-12	-6
CCC(=O)Nc1ccc(NC(=S)NC(=O)/C=C/c2ccccc2)cc1	5	-10	-4	-2	-5	-3	-3	-4	-8	-1
O=C1OC(c2ccccc2)(c2ccc(O)cc2)c2ccccc21 (centres undefined)	7	-26	-3	4	0	-9	-7	-1	-31	0
O=C(Nc1ccc(C(=O)N2CCCCC2)cc1)c1cccc([N+](=O)[O-])c1	-1	3	-5	1	-8	-5	2	8	1	-4
O=C1C2C(c3ccccc3)C=CC(c3ccccc3)C2C(=O)N1CCCO (centres undefined)	-2	0	-3	1	1	-15	2	0	-4	5
Cn1c(=O)c2c(ncn2CC(=O)O)n(C)c1=O	3	.	-1	-6	2	-17	-3	1	-6	2
COc1ccccc1C(=O)Nc1nnc(C)s1	1	5	0	5	-2	-1	0	-2	6	-1
Cc1nc(=O)c(-c2ccccc2)c(C)n1CCO	2	7	-3	-1	3	-7	-1	-1	-2	14
OCC1OC(n2ccc3c(SCc4ccccc4)ncnc32)C(O)C1O (centres undefined)	2	6	3	5	4	4	1	5	-9	-4
O=C(c1ccco1)N1CCN(C(=O)c2ccc(-c3ccc(Cl)cc3)o2)CC1	4	-4	3	-1	3	0	4	5	-3	-6
CC(C1CC1)N(Cc1ccccc1)C(=S)Nc1ccccc1Cl (centres undefined)	0	-14	1	7	-17	1	0	-1	-4	-6
COC(=O)[C@]1(C)N[C@H](CN(C)C(=O)Nc2ccccc2)[C@@H]2C(=O)N(C)C(=O)[C@@H]21	-1	7	0	1	1	2	2	-3	3	-3
CCC1(c2ccc(F)cc2)NC(=O)N(CC(=O)c2ccc[nH]2)C1=O (centres undefined)	10	5	5	-4	2	-8	6	7	14	-1
Cc1ccc(C(=O)Nc2ccc(S(=O)(=O)N3CCc4ccccc43)cc2)o1	5	-61	-1	1	-12	10	-45	-3	-19	-5
COc1ccc(NC2c3ccccc3C(=O)N2c2ccccn2)cc1Cl (centres undefined)	4	4	3	-4	-11	-4	0	0	-4	-2
CC1CCCC(C)N1CCNC(=O)CCn1nc(-c2ccccc2)ccc1=O (centres undefined)	-2	8	0	-1	-1	-2	4	3	0	8
COC(=O)c1ccc(COc2ccc(C(C)(C)C)cc2)o1	-5	-8	0	4	5	7	0	2	-7	-5
COCC1CCN(C(=O)c2cc(COc3ccc(OC)cc3Cl)on2)C1 (centres undefined)	-1	-1	3	0	-4	-6	-2	1	1	6
C=CCC[C@H](Cc1ccc(F)cc1)C(=O)OC[C@@H](C)NC(=O)[C@@H](CC=C)CC(=O)N[C@H](CO)Cc1ccccc1	-5	-16	-5	-5	1	-12	0	0	-4	5
COC(=O)C1C2C=CC3(CN(Cc4ccco4)C(=O)C13)O2 (centres undefined)	5	2	2	-3	4	-4	3	-1	6	1

An excerpt; count on the stated rates, not on these rows.
